RAD54 branch: inhibitors of human RAD54 branch migration, primary screen, biochemical, fluorescence, single point; RAD54 Holliday junction branch migration, FAM/BHQ fluorescence; DNA repair and recombination protein RAD54-like (Homo sapiens), Q92698; inhibition, % at 10.4 µM; actives 0.14% (n = 360,000); AID 602329, 2012;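 active means mean normalized replicate activity at least 40 and at least half of replicates scoring 40 or more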;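 further: 0% = median of neutral control wells and 100% = median of positive control wells; inhibitors cause a drop in the FAM fluorescence signal; in these data hits start at about 50%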
esBAF inh: Bmi1 luciferase reporter increase in mESCs, primary screen, esBAF inhibitor project, mouse ES cells, Bmi1 luciferase knock-in, single point; reporter increase, % at 12.5 µM; AID 602393, 2012; actives 2% (n = 350,000); 24 h; 100% = twice the neutral-well signal; in the data active means activation above about 40%;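 further: 0% = median of the plate's neutral control wells and 100% = double that signal; a rise in the Bmi1 reporter signal indicates esBAF inhibition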
EWS-Fli block: EWS/Fli-driven NR0B1 reporter inhibitors, primary screen, A673 cells, NR0B1 luciferase, luminescence, MLPCN library | viability-normalised | inhibition, % at 12.6 µM | actives 0.67% (n = 350,000) | AID 651661, 2012;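 active means mean inhibition of at least 50% after viability correction, with every replicate also passing that limit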;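 further: firefly luciferase signal divided by Alamar Blue viability fluorescence both relative to DMSO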
FN deposit inh: inhibitors of fibronectin matrix deposition, primary screen, AH1F cells, Alexa488-fibronectin fluorescence, plate reader | AH1F fibroblasts, overnight | inhibition, % at 12.6 µM | actives 0.086% (n = 350,000);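 active means mean inhibition across replicates of 30% or more, regardless of how many single replicates reach that level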;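 further: positive control wells lacked labelled fibronectin entirely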
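test system = AH1F fibroblasts assembling fluorescent fibronectin matrix | quantity = 10000 AH1F cells per well | buffer or medium = DMEM plus 2% serum, read in PBS | doses = single dose, pinned | incubation = 1 h cell attachment, overnight exposure to compound and label | detection = fluorescence at 485 nm excitation, 525 nm emission | read-out basis = inhibition from reduced deposited-fibronectin fluorescence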
S100A4 inh HTS: inhibitors of S100A4-myosin IIA peptide binding, primary screen, biochemical, fluorescence polarization, TAMRA-MyoIIA peptide; actives 0.14% (n = 360,000); Protein S100-A4 (Homo sapiens), P26447; inhibition, % at 10.7 µM;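 active means mean inhibition of at least 70% across replicates, with every replicate also reaching that level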
Target sequence (P26447 whole entry, looked up): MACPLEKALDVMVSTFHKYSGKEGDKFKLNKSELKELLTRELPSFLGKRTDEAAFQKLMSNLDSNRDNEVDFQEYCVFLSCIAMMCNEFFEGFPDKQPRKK
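Material: S100A4 monomer protein / Buffer or medium: 50 mM HEPES pH 7.2, 10 mM CaCl2, 100 mM KCl / Times: 5 min incubation before reading / Benchmarks: neutral control DMSO, positive control TFP / Reagent: labelled myosin peptide probe, 5 nM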
E-sel inducer: E-selectin induction in HUVECs, primary screen, imaging, HUVEC, immunofluorescence imaging, single point; P16581; normalized: neutral wells 0, TNF-alpha wells 100; activation, % at 7.58 µM; actives 0.37% (n = 260,000); AID 686992, 2013;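 active means mean E-selectin-positive cell signal at least 10% of the positive control, reached in at least 60% of replicates, without over 20% cell loss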;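 further: in these data hits start at about 27%; measured in HUVEC primary endothelial cells; signal is the percent of cells scored E-selectin positive by PE staining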
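material = human umbilical vein endothelial cells (HUVEC), E-selectin induction | quantity = 3,000 cells/well | medium = EGM-2 growth medium on 0.1% gelatin-coated wells | technique = immunofluorescence imaging | read-out basis = % PE-positive cells | control set = TNF-alpha positive control, DMSO neutral control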
RAD52 inh: RAD52 DNA annealing inhibitors, primary screen, biochemical, FRET, single point, set 2 | DNA repair protein RAD52 homolog (Homo sapiens), P43351 | recombinant RAD52 DNA annealing, FRET fluorescence | inhibition, % at 18.7 µM | actives 0.46% (n = 360,000);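 active means every replicate showing at least 50% inhibition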
Target sequence (P43351 whole entry, looked up): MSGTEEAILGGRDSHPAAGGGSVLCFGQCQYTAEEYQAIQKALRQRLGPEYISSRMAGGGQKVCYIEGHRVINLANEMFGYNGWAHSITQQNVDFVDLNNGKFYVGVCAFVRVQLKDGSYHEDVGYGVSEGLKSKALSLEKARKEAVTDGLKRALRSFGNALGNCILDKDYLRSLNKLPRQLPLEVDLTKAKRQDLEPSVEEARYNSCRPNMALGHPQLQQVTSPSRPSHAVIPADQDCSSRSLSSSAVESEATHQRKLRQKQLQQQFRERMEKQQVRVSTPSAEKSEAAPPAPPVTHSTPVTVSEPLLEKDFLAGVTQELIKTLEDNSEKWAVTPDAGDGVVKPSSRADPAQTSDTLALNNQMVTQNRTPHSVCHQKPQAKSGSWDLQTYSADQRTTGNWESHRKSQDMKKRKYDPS
Xi reactivation: activators of inactive X chromosome reactivation, primary screen, imaging, XiGFP fibroblasts, GFP high-content imaging, set 2; actives 0.055% (n = 360,000); AID 743238, 2013; XiGFP mouse fibroblasts, % GFP-positive cells imaging, 3 d; cells co-treated with 5-aza-dC sensitizer; scaled so ellipticine positive control = 100%; activation, % at 7.58 µM;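 active means mean normalized replicate activation at least 10% and every replicate at or above 10%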;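 further: 0% = median of on-plate neutral control wells and 100% = ellipticine 6 µM median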
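Material: XiGFP fibroblasts, SV40-immortalized; Buffer or medium: DMEM containing 5-aza-dC; Compound dosing: single point; Times: 3 days compound exposure.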
* hit, by the source's call; nt = no result given; & = joins results of further samples.

SMILES | RAD54 branch | esBAF inh | EWS-Fli block | FN deposit inh | S100A4 inh HTS | E-sel inducer | RAD52 inh | Xi reactivation
NC(=O)C1CCN(c2oc(-c3ccccc3)nc2S(=O)(=O)c2ccc(Br)cc2)CC1 | -5 | -7 | nt | nt | 2 | -0.6 | -14 | 0.0
CC(=O)N1c2ccc(S(=O)(=O)NCCc3ccccc3)cc2CC1C (stereo not given) | 0 | -4 | 8 | 13 | -1 | -0.7 | -16 | 0.0
Cc1cccc(C(=O)N/C(=C\c2ccco2)C(=O)N2CCCC2)c1 | -6 | -2 | nt | 1 | -15 | nt | -105 | -0.1
Cc1ccc2nc(C(=O)N3CCc4c([nH]c5ccccc45)C3c3ccccn3)cn2c1 (stereo not given) | 13 | -8 | 27 | -6 | -1 | nt | -9 | 0.0
C[C@@H]1CN([C@H](C)CO)C(=O)c2cccc(NC(=O)c3nc4ccccc4s3)c2O[C@H]1CN(C)Cc1ccc(C(F)(F)F)cc1 | -13 | 10 | 5 | -9 | -3 | -3.2 | 12 | -1.1
Cc1ccc(-c2cnc3c(c2)C(=O)N([C@H](C)CO)C[C@H](C)[C@@H](CN(C)C(=O)c2ccc(F)cc2)O3)cc1 | -6 | -3 | 3 | nt | -6 | 0.0 | 13 | -0.8
Cc1ccc(NC(=O)CSc2nnc(N)s2)c([N+](=O)[O-])c1 | nt | nt | 1 | 1 | 5 | 0.0 | -18 | 0.3
COc1ccc(S(=O)(=O)Nc2cccc3c2O[C@H](CN(C)Cc2ccc(C(F)(F)F)cc2)[C@H](C)CN([C@H](C)CO)C3=O)cc1 | 6 | 4 | 1 | -11 | -14 | 0.0 | -6 | -0.2
O=c1c2ccccc2cnn1Cc1n[nH]c(=S)n1-c1ccccc1F | 0 | -1 | 9 | 2 | -7 | 2.8 | -11 | 0.1
Cc1nnc(SCC(=O)Nc2nccs2)o1 | 1 | nt | -4 | 3 | -1 | -0.6 | -6 | 0.0
NNC(=O)c1nc(Cl)c(Cl)c(N)c1Cl | -14 | nt | 5 | 6 | -5 | 2.8 | -12 | 2.0
CC(C)NC(=O)Nc1ccc2c(c1)C(=O)N([C@H](C)CO)C[C@@H](C)[C@@H](CN(C)Cc1ccc(C(F)(F)F)cc1)OCCCC[C@@H](C)O2 | -4 | 0 | -1 | 17 | -25 | nt | 29 | 0.0

5 entries drawn at random from the list so far:
SMILES | RAD54 branch | esBAF inh | EWS-Fli block | FN deposit inh | S100A4 inh HTS | E-sel inducer | RAD52 inh | Xi reactivation
CC(C)NC(=O)Nc1ccc2c(c1)C(=O)N([C@H](C)CO)C[C@@H](C)[C@@H](CN(C)Cc1ccc(C(F)(F)F)cc1)OCCCC[C@@H](C)O2 | -4 | 0 | -1 | 17 | -25 | nt | 29 | 0.0
Cc1nnc(SCC(=O)Nc2nccs2)o1 | 1 | nt | -4 | 3 | -1 | -0.6 | -6 | 0.0
Cc1ccc2nc(C(=O)N3CCc4c([nH]c5ccccc45)C3c3ccccn3)cn2c1 (stereo not given) | 13 | -8 | 27 | -6 | -1 | nt | -9 | 0.0
NNC(=O)c1nc(Cl)c(Cl)c(N)c1Cl | -14 | nt | 5 | 6 | -5 | 2.8 | -12 | 2.0
O=c1c2ccccc2cnn1Cc1n[nH]c(=S)n1-c1ccccc1F | 0 | -1 | 9 | 2 | -7 | 2.8 | -11 | 0.1

The list continues.
SMILES | RAD54 branch | esBAF inh | EWS-Fli block | FN deposit inh | S100A4 inh HTS | E-sel inducer | RAD52 inh | Xi reactivation
Cc1nc(CNS(=O)(=O)c2ccc3c(c2)CCCC3)cs1 | -7 | 2 | 1 | -17 | -3 | 0.0 | -13 | 0.0
C[C@H]1CN([C@@H](C)CO)C(=O)c2cc(Br)cnc2O[C@@H]1CN(C)Cc1ccncc1 | -3 | 6 | 1 | -6 | -4 | -0.4 | 9 | -0.7
CCOC(=O)c1sc(NC(=O)CSc2nc3c(c(=O)n2-c2ccc(C)cc2)SCC3)c(C(=O)OCC)c1C | -1 | 10 | 5 | -2 | -1 | nt | -6 | -0.4
COc1ccc(C(=O)N(c2ccc(OC)cc2)S(=O)(=O)c2cccs2)cc1 | nt | nt | 4 | 0 | -6 | -0.4 | -4 | 1.6
NS(=O)(=O)c1ccc(CCNC(=O)COC(=O)/C=C/c2ccc(OC(F)F)cc2)cc1 | 2 | -10 | -4 | 8 | 7 | -1.9 | -13 | -0.1
COc1cccc(CNn2cnnc2)c1O | nt | nt | 6 | 3 | 5 | 0.0 | -2 | 0.1
Cc1ccccc1SCC(=O)OCC(=O)N1CC(=O)Nc2ccccc21 | -6 | -1 | 5 | -8 | 5 | nt | -17 | -0.4
N#Cc1ccc(/C=C/C(=O)c2ccccc2)cc1 | nt | nt | 22 | 1 | -1 | -0.2 | 19 | 0.0
COc1ccc(-c2ccccc2[C@H]2[C@@H](CO)N(C(=O)C3CCCC3)[C@H]2C#N)cc1 | nt | nt | -7 | -5 | 3 | 0.3 | 3 | 0.4
O=C(C[C@H]1C=C[C@@H](NC(=O)Nc2ccc(C(F)(F)F)cc2)[C@H](CO)O1)NCCN1CCCC1 | -5 | -2 | -13 | 3 | 5 | -0.4 | 11 | -0.2
CCO[C@@H]1OC(C(=O)N2CCOCC2)=C[C@H](c2ccc(Br)cc2)[C@H]1CCCO | -3&-21 | 5 | -4&-2 | 10 | -53&0 | 0.0 | 13&-12 | 0.0
CCCNc1c(NC(C)=O)c(=O)oc2ccccc12 | nt | nt | -74 | -26 | -1 | nt | -10 | 0.2
COc1ccc(OCCNC(=O)C2(C)CCN2Cc2ccc3ccccc3c2)cc1 (stereo not given) | -3 | -91 | 9 | -4 | -3 | -0.1 | -14 | 1.1
Cc1csc(=O)n1CC(=O)OCC(=O)NCc1ccc(F)cc1 | 14 | 1 | 3 | -6 | 0 | 0.5 | -11 | 0.0
Cc1ccc([C@H]2C[C@H](O)[C@@H](n3cc(COC(=O)c4ccccc4)nn3)CN2C(=O)C2CCCCC2)cc1 | -10 | -9 | -12 | -3 | -2 | 0.0 | -20 | 0.0
NS(=O)(=O)c1ccc(CCNCC(=O)NC2CC2)cc1 | 3 | -9 | 9 | 6 | 2 | -0.1 | -13 | -0.1
COc1ccc(C)cc1C(=O)CCC(=O)NC1CCCCC1 | nt | nt | 1 | 7 | -2 | 0.9 | -9 | -0.1
C[C@@H]1CN([C@@H](C)CO)C(=O)c2cccc(NC(=O)C3CCCCC3)c2O[C@H]1CN(C)C(=O)NC1CCCCC1 | -4 | 7 | 5 | nt | 0 | 0.1 | -17 | 0.0
O=S(=O)(c1cccs1)n1nnc2ccccc21 | -5 | -3 | nt | nt | -1 | nt | 5 | nt
CN(C)c1ccc(/C=C/C(=O)c2ccc3c(c2)OCCO3)cc1[N+](=O)[O-] | nt | nt | -14 | -5 | 2 | -0.2 | -15 | -0.1
CCOC(=O)c1c(C)c(C(=O)N2CCN(c3ccc(F)cc3)CC2)c(C)n1C | -14 | -8 | 3 | nt | 2 | nt | -6 | 0.3
O=C(O)CC1(CC(=O)N2CCN(CCO)CC2)CCCC1 | nt | nt | 2 | -7 | 3 | 6.3 | -12 | -0.1
C[C@H](CO)N1C[C@H](C)[C@@H](CN(C)S(C)(=O)=O)Oc2ccc(NC(=O)NC3CCCCC3)cc2CC1=O | 1 | -1 | -2 | nt | 3 | -1.0 | 2 | 0.0
Cc1ccc(C(=O)OCC(=O)NCCc2ccccc2)cc1S(=O)(=O)N1CCOCC1 | -7 | -3 | -1 | -2 | 8 | 5.1 | -11 | -0.7
Cc1cc(NC(=O)C(C)SCC(=O)Nc2ccccc2OC(F)F)no1 (stereo not given) | 12 | nt | nt | 5 | -12 | -0.2 | 3 | -0.1
CO[C@@H]1CN(C)C(=O)c2ccc(NS(C)(=O)=O)cc2OC[C@H](C)N(C(=O)CN(C)C)C[C@H]1C | -8 | 1 | 0 | -4 | 5 | 0.5 | 2 | 0.2
CCC(=O)N1CCN=C1SCc1ccccc1Cl | -11 | 9 | -6 | -1 | -1 | nt | -10 | 0.3
Cc1ccc(C(=O)N2CCN(Cc3ccccc3)CC2)cc1S(=O)(=O)N1CCOCC1 | nt | nt | -8 | 0 | -2 | -0.2 | -15 | 0.0
COc1ccc(Nc2nc(N3CCN(S(=O)(=O)N(C)C)CC3)nc3ccccc23)cc1 | 8 | -4 | -1 | 7 | -7 | 0.2 | 1 | 0.2
c1ccc(OCCn2cnc3ccccc32)cc1 | 1 | 7 | nt | -7 | -1 | nt | -8 | nt
Cc1nn(C)cc1-c1cc(C(=O)O)c2ccccc2n1 | nt | nt | 5 | 3 | 1 | nt | -5 | 0.1
C[C@H](CO)N1C[C@H](C)[C@@H](CN(C)CC2CCCCC2)Oc2ccc(NC(=O)Nc3ccc4c(c3)OCO4)cc2CC1=O | -16 | -1 | 0 | nt | 1 | -0.2 | 18 | 0.1
Nc1nnc(COc2ccc(Br)cc2Br)s1 | 0 | 69* | nt | 14 | 0 | nt | -6 | nt
CCOc1cc(/C=N/NC(=O)CSc2nncn2C)ccc1OCc1ccccc1 | 6 | 2 | 1 | 1 | -6 | nt | -2 | -0.1
O=C(OCc1ccccc1)c1cccnc1Cl | -6 | 11 | -4 | -1 | -4 | -1.3 | 9 | -0.1
OC(CN1CCN(Cc2ccccc2)CC1)c1ccccc1 (stereo not given) | nt | nt | 6 | -2 | -1 | 2.0 | -10 | 0.0
COc1cc2oc(=O)cc(-c3ccc(-c4ccc(CO)cc4)cc3)c2c(OC)c1OC | 1 | -6 | -18 | nt | 2 | nt | -13 | 0.2
C[C@@H]1CN([C@H](C)CO)C(=O)c2cc(NC(=O)Nc3ccc4c(c3)OCO4)ccc2O[C@@H](C)CCCCO[C@H]1CN(C)C(=O)C1CCCCC1 | -9 | 5 | 13 | nt | -9 | -0.1 | 3 | 0.2
Cc1noc(C)c1NC(=O)N[C@@H]1C=C[C@@H](CC(=O)N2CCCCC2)O[C@@H]1CO | 3 | -2 | 7 | 11 | 2 | 0.2 | 8 | 0.2
CC(C)CC#Cc1cnc2c(c1)C(=O)N([C@@H](C)CO)C[C@@H](C)[C@H](CN(C)C(=O)C1CCOCC1)O2 | -6 | 0 | -4 | nt | -10 | 0.0 | 1 | 0.3
CC(C)C#Cc1ccc2c(c1)O[C@H](CN(C)C(=O)c1cccnc1)[C@@H](C)CN([C@@H](C)CO)S2(=O)=O | 5 | 14 | -1 | nt | 16 | 0.0 | 10 | 0.2
COc1ccc(-n2nc(C(=O)O)cc2-c2ccccc2)cc1 | -1 | 10 | 2 | -9 | -8 | nt | -22 | 0.1
CCN(CC)c1ccc(NC(=O)C2CCCN(S(=O)(=O)c3cccnc3)C2)c(C)c1 (stereo not given) | -10 | -11 | 11 | 6 | 4 | 0.0 | -12 | 0.3
CN(C(=O)CCc1cn(C)c2ccccc12)c1ccc(Oc2cccnc2)cc1 | nt | nt | -23 | -2 | -2 | -0.4 | -73 | 0.3
